# Compound activity (PubChem BioAssay)
# KCNQ2 block – KCNQ2 channel blockers in CHO-K1 cells – cell-based, FluxOR thallium flux, B-score, primary screen (AID 2156) | 20 min; stronger effect = lower value | B-score at 10 µM | O88943 | 310,000 tested, 1.1% active;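 active = fluorescence ratio B-score at most minus 3 library SDs, with starting brightness B-score within 2 library SDs, cut at about -5.5 in these data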
# OX1R antag – OX1R (human) antagonism; OX1R-expressing cells, FRET antagonist read-out; inhibition, % at 6.6 µM; 330,000 tested, 1.8% active; AID 485270; in the data active = inhibition mostly above about 38%, no sharp cut-off; inactive = mostly below about 40%;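 note: 0% = agonist challenge alone and 100% = reference antagonist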
# Target sequence (O43613 whole entry, looked up): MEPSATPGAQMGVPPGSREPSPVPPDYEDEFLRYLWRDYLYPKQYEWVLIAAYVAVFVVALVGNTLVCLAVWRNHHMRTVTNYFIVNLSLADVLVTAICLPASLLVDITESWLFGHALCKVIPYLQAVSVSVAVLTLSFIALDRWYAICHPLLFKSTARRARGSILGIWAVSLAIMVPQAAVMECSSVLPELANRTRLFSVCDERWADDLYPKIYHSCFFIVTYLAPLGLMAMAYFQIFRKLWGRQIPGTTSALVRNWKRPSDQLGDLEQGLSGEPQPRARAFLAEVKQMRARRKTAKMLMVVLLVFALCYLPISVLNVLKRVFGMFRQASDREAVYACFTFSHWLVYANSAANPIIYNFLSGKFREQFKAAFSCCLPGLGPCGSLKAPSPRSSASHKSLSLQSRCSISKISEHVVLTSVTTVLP
# STK33 inh – inhibitors of human STK33 kinase | Q9BYT3 | purified STK33, MBP phosphorylation, ADP-Glo luminescence | inhibition, % at 10 µM | 320,000 tested, 0.073% active;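 active = inhibition at or above 25%, using the most active replicate where run in duplicate; inactive = inhibition below 25%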
# Target sequence (Q9BYT3 whole entry, looked up): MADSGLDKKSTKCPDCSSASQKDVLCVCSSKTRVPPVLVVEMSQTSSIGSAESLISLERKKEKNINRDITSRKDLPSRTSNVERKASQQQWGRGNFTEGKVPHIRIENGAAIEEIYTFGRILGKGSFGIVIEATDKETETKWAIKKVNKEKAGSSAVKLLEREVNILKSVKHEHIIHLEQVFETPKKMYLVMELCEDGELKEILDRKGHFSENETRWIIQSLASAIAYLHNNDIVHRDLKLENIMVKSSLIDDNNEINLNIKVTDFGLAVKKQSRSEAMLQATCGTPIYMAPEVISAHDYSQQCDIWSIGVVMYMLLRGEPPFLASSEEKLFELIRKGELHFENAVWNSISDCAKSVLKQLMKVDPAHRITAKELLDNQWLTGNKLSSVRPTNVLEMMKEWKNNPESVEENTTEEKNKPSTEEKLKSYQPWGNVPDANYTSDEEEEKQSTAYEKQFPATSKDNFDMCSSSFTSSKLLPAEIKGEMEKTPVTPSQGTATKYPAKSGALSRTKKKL
# Active calls of the source: *; i = inactive; . = no result given.
Structure,KCNQ2 block,OX1R antag,STK33 inh
Oc1ccc2n[nH]nc2c1,i,22,1.4
CCN(CC)C(=O)CSc1nc2ccc(NC(=O)CSc3nccn3C)cc2s1,i,20,-1.1
O=c1c2ccccc2c(C=Nc2ccc(S(=O)(=O)N3CCCCC3)cc2)c(O)n1-c1ccc(Cl)cn1,i,4,-0.9
Cc1ccc(N2C(=O)C3C4C=CC(C4)C3C2=O)cc1C (stereo not given),i,10,-1.1
O=c1c2ccccc2nc(-c2ccc([N+](=O)[O-])cc2)n1O,i,37,-0.2
O=c1[nH]c(C2CCN(S(=O)(=O)c3ccccc3)CC2)nc2c1nnn2Cc1ccc2c(c1)OCCO2,i,19,1.0
COc1cc(C(=O)NCc2nnc(SCC(=O)Nc3cc(C)cc(C)c3)o2)cc(OC)c1OC,i,18,0.9
O=C(O)CCCC(=O)N1N=C(c2ccccc2)CC1c1ccc2c(c1)OCO2 (stereo not given),i,4,0.6
CCCCN1C(=S)NC[C@@H]1Cc1ccccc1,i,14,0.2
Cc1ccc(S(=O)(=O)NN2C(=O)/C(=C/c3ccc(C(=O)O)cc3)SC2=S)cc1,i,-2,-1.9
Cc1cc(O)cc(O)c1C(=O)Cc1cscn1,i,11,-0.8
CCN1C(=O)/C(=C2/Sc3ccc(OC)cc3N2C)SC1=Nc1ccc(OC)cc1,i,15,-0.6
CC(=O)Nc1ccc(N)cc1,.,4,1.6
O=C(CCCN1C(=O)CCC1=O)Nc1ccccc1F,i,16,-1.2
O=[N+]([O-])c1ccc(/C([O-])=C(/C(=S)Nc2ccccc2F)[n+]2ccccc2)cc1,i,35,-1.3
CCN(CC(=O)NCCCN1CCOCC1)S(=O)(=O)c1ccc(F)cc1,i,8,-0.8
CCc1cc(C(=O)Nc2ccccc2)cs1,i,2,4.4
COc1ccc(/C=C(/NC(=O)c2ccccc2)C(=O)NCC2CCCO2)cc1 (stereo not given),i,9,-0.3
COc1ccc(-c2nnc3sc(COc4ccc(C)cc4)nn23)cc1,i,21,-0.7
CCOC(=O)c1c(NC(=O)CC2SC(N)=NC2=O)sc(C)c1C (stereo not given),i,5,1.0
CSc1ccccc1C(=O)NCCCn1ccnc1,i,7,-0.4
CCOc1cc(N2CCOCC2)c(OCC)cc1NC(=O)c1oc2ccccc2c1C,i,4,-1.4
CC1=C(C(=O)Nc2ccccc2)C(c2ccncc2)C(C#N)=C(SCC(=O)NC(C)C)N1 (stereo not given),i,28,-3.1
O=C(O)C1C2C=CC(C3CC23)C1C(=O)NCCc1ccccc1 (stereo not given),i,17,0.3
CCC(NC(=O)CCc1c(C)c2cc3c4c(oc3cc2oc1=O)CCCC4)C(=O)O (stereo not given),i,9,-1.6
COc1cc(C(=O)OCC(=O)NC2CC2)cc(OC)c1OC,.,5,-0.5
C/C=C(\C)CN1CCC(Oc2cc(C(=O)NC3CC3)ccc2OC)CC1,i,8,2.1
O=C(N/N=C/c1ccc(Cl)s1)c1ccccc1[N+](=O)[O-],i,2,-1.4
CCCOc1cc(N(CC)CC)ccc1/C=C(/C#N)c1nc2ccc(C)cc2[nH]1,i,16,1.2
COc1ccc(CCNC(=O)C2CCN(S(=O)(=O)c3cnc[nH]3)CC2)cc1OC,i,7,-1.1
COC(=O)c1ccc(OCC(O)CN2CCC(C)CC2)cc1 (stereo not given),i,7,6.2
CC(C)C1Cc2c(sc(NC(=S)NC(=O)c3ccccc3)c2C#N)CO1 (stereo not given),i,9,-0.4
CCc1ccc(/C(C)=N/NC(=O)CNC(=O)/C=C/c2ccco2)cc1,i,23,0.0
Cc1cc(NC(=O)c2ccccc2)sc1C,i,28,3.3
CCOC(=O)C1CCN(c2ccccc2CN2CCN(c3ccccc3OCC)CC2)CC1,-7.2*,6,-1.0
CCN(CC)c1ccc(-n2c(O)c(C=C3N=c4ccccc4=N3)sc2=S)cc1,i,1,-2.3
CC(=O)Oc1ccccc1C(=O)O,i,9,-2.9
CCCCC/C(=N\NC(=O)Nc1ccccc1)c1ccccc1,i,9,4.7
COc1cccc(-c2c(C(=O)N/N=C/C3CC=CCC3)nnn2-c2nonc2N)c1 (stereo not given),i,34,-0.6
Cc1ccsc1C(=O)N1CCCC(N(C)Cc2ccccc2)C1 (stereo not given),i,4,-1.2
N[C@@H](Cc1ccc(O)cc1)c1nnc([C@H](CC(=O)O)NC(=O)C2CCNCC2)o1,i,19,0.9
O=C(Nc1ccc(S(=O)(=O)N2CCC(C(=O)NC3CCCCC3)CC2)cc1)c1ccco1,i,5,0.4
COc1ccc(-n2c3c(cc(C(=O)N4CCC(C)CC4)c2=O)C(=O)CC(C)(C)C3)cc1,i,17,0.4
O=C(c1ccco1)N1N=C(c2ccco2)CC1c1ccc(Cl)cc1Cl (stereo not given),.,19,1.3
COc1cc(-c2noc(C)c2/C=C/c2ccc(N)cc2)cc(OC)c1OC,i,22,1.7
Cc1cc(C)nc(/N=C2\NC(=O)CC(C(=O)O)N2c2ccc(Cl)cc2Cl)n1 (stereo not given),i,20,-0.4
COc1ccc(NC(=S)Nc2cccc(S(=O)(=O)N3CCCCC3)c2)cc1,i,28,0.0
N#CC1=C(N)Oc2n[nH]c(-c3cccs3)c2C1C1C=CCCC1 (stereo not given),i,14,1.7

# Rewritten as labelled records: part of the list above
COc1cc(-c2noc(C)c2/C=C/c2ccc(N)cc2)cc(OC)c1OC
  KCNQ2 block = i
  OX1R antag = 22
  STK33 inh = 1.7
N#CC1=C(N)Oc2n[nH]c(-c3cccs3)c2C1C1C=CCCC1 (stereo not given)
  KCNQ2 block = i
  OX1R antag = 14
  STK33 inh = 1.7
Cc1cc(C)nc(/N=C2\NC(=O)CC(C(=O)O)N2c2ccc(Cl)cc2Cl)n1 (stereo not given)
  KCNQ2 block = i
  OX1R antag = 20
  STK33 inh = -0.4
COc1ccc(-n2c3c(cc(C(=O)N4CCC(C)CC4)c2=O)C(=O)CC(C)(C)C3)cc1
  KCNQ2 block = i
  OX1R antag = 17
  STK33 inh = 0.4

# Additional records:
Structure,KCNQ2 block,OX1R antag,STK33 inh
O=C(COC(=O)COc1ccc(Cl)cc1Cl)NC1CCS(=O)(=O)C1 (stereo not given),.,2,-1.5
CCCCn1c(SCC(=O)N(C)C2CCS(=O)(=O)C2)nc2cc(S(N)(=O)=O)ccc21 (stereo not given),i,7,-0.2
CCN(CC)CCNc1ccnc2cc(Cl)ccc12,i,6,-1.3
O=C(Nc1nnc(C2CC2)s1)c1cc([N+](=O)[O-])ccc1N1CCCCC1,i,28,-0.3
COc1ccc(C(=O)OCc2nc(N)nc(Nc3ccccc3C)n2)cc1OC,i,9,0.1
CC(C)(C)c1ccc(Oc2ccc(N)cc2)cc1,i,3,-1.5
O=C1NC(Cc2ccc(O)cc2)c2nc3ccc(Br)cc3c(=O)n2-c2ccc(Cl)cc21 (stereo not given),.,10,-0.5
O=C(NCC(c1ccco1)N1CCOCC1)c1ccccc1 (stereo not given),i,4,.
CCOc1ccccc1CNC(=O)Cn1ccc2cc(S(=O)(=O)N3CCCCCC3)ccc21,i,9,-1.1
CCn1c(=S)sc2c(=O)n(-c3ccccc3)c(=S)[nH]c21,i,13,-4.3
COC(=O)C(O)(CC(=O)c1ccc(OC)cc1)C(F)(F)F (stereo not given),i,1,0.9
CCn1c(CNc2ccc(C)cc2)nnc1SCC(=O)NCc1ccccc1,i,14,-1.7
CCN(CC)c1ccc(C(=O)NN)cc1,i,37,-0.2
COc1cccc(NC(=S)N2CCN(c3ccc([N+](=O)[O-])cc3)CC2)c1,i,3,-0.1
Cc1ccccc1CCN(CC(=O)NC1CCCCC1)C(=O)c1csnn1,i,21,.
COCc1ccc(CN2CCCC(C(=O)Nc3ccc(-c4cscn4)cc3)C2)o1 (stereo not given),i,-3,0.0
CCC(=O)Nc1nc(OC)cc(OC)n1,i,0,1.7
COc1ccc(NC(=O)CCCC(=O)c2ccccc2)c(OC)c1,i,-4,-0.7
O=C(O)c1ccccc1C(=O)N(Cc1ccccc1)Cc1ccccc1,i,13,-1.0
CCOC(=O)CCn1nc(-c2ccc(C)cc2)c2ccccc2c1=O,i,10,-0.1
CC(=O)Nc1ccc(S(=O)(=O)N2CCN(S(=O)(=O)N3CCCCC3)CC2)cc1,i,27,-1.9
Cc1nc2ccccn2c1C(=O)Nc1ccc2c(c1)OCCO2,i,12,-1.7
CCOC(=O)c1c(C(F)(F)C(F)(F)C(F)(F)C(F)(F)F)n[nH]c1C,i,6,-1.0
CC(C)OCCCNC(=O)c1cccc(NC(=O)c2ccccc2)c1,i,13,-1.2
O=S(=O)(NC1CC2CCC1C2)c1ccc(Br)cc1 (stereo not given),i,5,-1.4
O=C(NCc1ccccc1)N1CCOc2ccccc21,i,.,-1.4
Cc1ccc(Oc2ccc(NS(=O)(=O)c3cccc(C(=O)O)c3)cc2)cc1,.,9,-0.8
Nc1ccc2nc(-c3cccc(-c4nc5ccc(N)cc5[nH]4)n3)[nH]c2c1,i,12,24
CCCCNC(=S)Nc1ccc(F)cc1,i,4,-5.5
Cc1ccc(NCc2n[nH]c(=S)n2-c2ccccc2)cc1,i,-2,-0.2
CN(CC(=O)Nc1ccc(OC(F)(F)F)cc1)C(=O)C1CCC1,.,1,7.3
O=C(Nc1ccccc1)NC1(C(=O)NCCCN2CCOCC2)CCCCC1,.,18,-1.2
CCN(CC)S(=O)(=O)c1ccc(-n2cnnn2)c(C)c1,i,-1,-1.5
CCCC[C@@H](CN[C@H](C)CNC)NCC1CCC(C(C)(C)C)CC1 (stereo not given in full),i,4,0.2
COc1ccc(CNC(=S)Nc2ccccc2)cc1Cl,i,9,-0.2
Cc1csc2ncnc(N3CCN(C(=O)Nc4ccc(OC(F)(F)F)cc4)CC3)c12,i,25,0.2
COc1ccc2nc(NC(=S)NC(=O)c3ccco3)sc2c1,i,3,-0.9
CCN(CC)CCn1c(NCc2nc3ccccc3n2Cc2ccccc2)nc2ccccc21,-6.2*,5,-2.4
CCn1c(SCC(=O)Nc2cccc(NC(C)=O)c2)nnc1-c1ccco1,i,9,1.7
CCCc1nn2c(=O)cc(CSCC(=O)Nc3ccc(C)cc3)nc2s1,i,6,-1.4
O=[N+]([O-])c1cccc(S(=O)(=O)NCCc2cccs2)c1,i,7,-0.3
CSc1nnc2c3ccccc3n(CCc3ccccc3)c2n1,i,11,0.4
Cc1cc2ccccn2c1C(=O)c1cccc(F)c1,i,13,-0.3
CCN(CCNC(=O)C1CCN(S(=O)(=O)c2cccc3nsnc23)CC1)c1ccccc1,i,30,-0.4
CCC(=S)/C=C1\Sc2ccccc2N1CCCS(=O)(=O)O,i,11,-1.8
CN(C(=O)C1CCN(S(=O)(=O)c2cccs2)CC1)c1ccccc1,i,13,-2.1
C[C@H]1C[C@H]2[C@@H]3CCC4=CC(=O)C=C[C@]4(C)[C@@]3(Cl)[C@@H](O)C[C@]2(C)[C@@]1(O)C(=O)CO,i,7,-1.0
COc1ccc(-c2nc(SC(C)C(=O)Nc3ccc(NC(C)=O)cc3)n[nH]2)cc1 (stereo not given),i,19,-0.5

# Just OX1R antag and STK33 inh, for some of the entries so far:
Molecule	OX1R antag	STK33 inh
CN(C(=O)C1CCN(S(=O)(=O)c2cccs2)CC1)c1ccccc1	13	-2.1
C[C@H]1C[C@H]2[C@@H]3CCC4=CC(=O)C=C[C@]4(C)[C@@]3(Cl)[C@@H](O)C[C@]2(C)[C@@]1(O)C(=O)CO	7	-1.0
COc1ccc(-c2nc(SC(C)C(=O)Nc3ccc(NC(C)=O)cc3)n[nH]2)cc1 (stereo not given)	19	-0.5
CSc1nnc2c3ccccc3n(CCc3ccccc3)c2n1	11	0.4

# The list continues:
Structure,KCNQ2 block,OX1R antag,STK33 inh
COc1ccccc1CNCC(c1ccccc1)c1ccccc1,i,30,-0.6
OCCNC(=S)NCc1ccccc1,i,-7,-1.3
CC1CC(C)CN(S(=O)(=O)c2ccc(C(=O)Nc3sccc3C(N)=O)cc2)C1 (stereo not given),i,10,-1.2
COc1ccc(CN(C2CCCC2)S(=O)(=O)c2ccc(-n3cnnn3)cc2)cc1,i,34,-0.8
O=C(/C=C/c1cccc(F)c1)Nc1nccs1,i,23,-1.0
Cc1ccc(C)c2sc(NC(=O)CN3C(=O)CCC3=O)nc12,i,16,-0.9
COc1ccc(OC)c(S(=O)(=O)NCc2cn3ccsc3n2)c1,i,12,-1.0
O=C(Nc1nccs1)C1CCN(S(=O)(=O)c2c(Cl)cccc2Cl)CC1,i,18,-1.7
Cc1cc(C)cc(NC(=O)CSc2nnc(CNC(=O)c3cccs3)o2)c1,i,20,-0.8
NC(=O)C[N+]1(CC#CC(O)(c2ccccc2)c2ccccc2)CCCC1,i,16,0.0
C=CCn1c(SCC(=O)N(CC)CC)nc(O)cc1=O,i,18,-1.1
COc1ccc(N2CCN(C(CNC(=O)C(=O)NCc3cccnc3)c3ccco3)CC2)cc1 (stereo not given),i,12,-0.7
COc1ccc(-n2cc(CN(C)CCO)c(-c3cccc(F)c3)n2)cc1,i,11,-0.8
NC(=S)Nc1ccc(Oc2ccc(NC(N)=S)cc2)cc1,i,5,0.1
COc1cc(NC(=O)Nc2ccc(C)cc2)cc([N+](=O)[O-])c1,i,46*,-1.3
N=C1C(=O)OCC1c1ccccc1NC(=O)c1ccccc1 (stereo not given),i,6,-5.4
O=C(NCCC1=CCCCC1)C1CCN(S(=O)(=O)c2cccs2)CC1,i,5,-0.6
O=C(COc1ccccc1[N+](=O)[O-])N/N=C/C=C/c1ccco1,i,34,1.4
